# Source: PubChem BioAssay (several laboratories)
# CDK5 p35 inh: CDK5/p35 (human) kinase inhibition; Recombinant CDK5/p35, ADP-Glo luminescence, 60 min; inhibition, % at 10 µM; hit rate 0.01% among 330,000; AID 488839;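 active means highest replicate inhibition of at least 50% and at least 75% of replicates reaching 50%; inconclusive means only one of the two criteria met; inactive means both criteria failed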;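 further: plate controls were DMSO neutral control for no effect and GW8510 at 10 µM for full effect; many of its hits are not listed in these tables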
# RTF Ca sens act: cardiac RTF calcium sensitization | P19429+P45379 | IANBD-labeled TnC RTF fluorescence at EC20 calcium; 0% EC20 calcium, 100% full calcium | activation, % at 7.2 µM | hit rate 0.24% among 340,000;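 active means activation above the mean over all tested compounds plus 3 SD, cut at about 30% in these data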;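 further: rise in fluorescence read as greater calcium sensitivity of cardiac thin filaments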
# Rtt109 HAT inh: blocks Candida albicans Rtt109/Vps75 acetyltransferase activity. purified Rtt109/Vps75, ThioGlo CoA-SH fluorescence, 4 h. hit rate 0.16% among 330,000. AID 540336. Q5AAJ8. inhibition, % at 34.9 µM;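 active means inhibition of at least 50% in every replicate; inconclusive means best replicate reaches 50% inhibition but some replicates fall short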
# Target sequence (Q5AAJ8 whole entry, looked up): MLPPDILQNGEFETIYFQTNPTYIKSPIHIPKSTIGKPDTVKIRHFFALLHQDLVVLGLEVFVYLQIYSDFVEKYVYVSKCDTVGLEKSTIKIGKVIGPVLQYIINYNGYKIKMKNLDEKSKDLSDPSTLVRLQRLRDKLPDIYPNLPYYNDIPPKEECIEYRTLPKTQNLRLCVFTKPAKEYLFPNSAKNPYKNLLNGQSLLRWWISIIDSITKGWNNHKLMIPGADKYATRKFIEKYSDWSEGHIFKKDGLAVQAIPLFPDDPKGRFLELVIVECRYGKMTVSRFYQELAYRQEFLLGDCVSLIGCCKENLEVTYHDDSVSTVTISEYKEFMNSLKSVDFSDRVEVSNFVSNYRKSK
# HTR5A ag: HTR5A agonism, opioid heterodimer counter-screen; P47898; HTR5A agonist assay, luminescence, cell-based; activation, % at 9.3 µM; hit rate 0.61% among 340,000; AID 504692; in the data active means activation mostly above about 9.5%, no sharp cut-off; inactive means mostly below about 7.6%;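 further: 0% = cells with vehicle only and 100% = reference agonist; strong numbers were not always called active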
# dFosB activator: activators of mouse delta FosB homodimer. purified delta FosB, TAMRA-CDK5 oligo fluorescence polarization; percent of positive-control signal above neutral wells. activation, % at 25 µM. AID 493131. P13346. hit rate 0.99% among 340,000;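 active means mean activation above about 17%, with every replicate also reaching it, limit read from the data, passing the limit was not always enough; inconclusive means only one of the two conditions met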;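 further: fluorescence polarization rise as delta FosB binds a TAMRA Cdk5 AP-1 oligo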
# SR-BI DiI-HDL act: activators of SR-BI mediated HDL lipid uptake; CHO ldlA[mSR-BI] cells, DiI-HDL uptake fluorescence, 3 h; 100 = double the neutral-control signal; activation, % at 12.5 µM; AID 504775; hit rate 0.096% among 320,000;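 active means mean replicate activation of at least 60% and every replicate at or above 60%; inconclusive means mean or all-replicate condition met, but not both; inactive means mean below 60% and not all replicates reaching 60%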;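 further: 0% = median plate neutral-control signal and 100% = twice that signal; values of inactives mirror those of a sister screen read the other way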
#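 Material: SR-BI-overexpressing, LDLR-lacking CHO cells | Dosing: Single compound concentration, delivered by pin transfer | Probe or stimulus: Labelled HDL, 10 µg/mL | Signal: Bottom-read cell fluorescence after medium removal, ex 550/em 595 nm | Schedule: 3 h, 37 °C | Evaluation: HDL uptake via cellular fluorescence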
# SR-BI DiI inh: mouse SR-BI HDL lipid transfer inhibition. ldlA[mSR-BI] CHO cells, DiI-HDL uptake fluorescence, 3 h. inhibition, % at 12.5 µM. hit rate 0.96% among 320,000;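 active means mean replicate inhibition of at least 70% and a set share of replicates each scoring 70 or more; inconclusive means meets just one of the two criteria; inactive means fails both criteria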;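 further: 0% = median of neutral control wells and 100% = median of positive control wells; values of inactives mirror those of a sister screen read the other way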
# Target sequence (Q61009 whole entry, looked up): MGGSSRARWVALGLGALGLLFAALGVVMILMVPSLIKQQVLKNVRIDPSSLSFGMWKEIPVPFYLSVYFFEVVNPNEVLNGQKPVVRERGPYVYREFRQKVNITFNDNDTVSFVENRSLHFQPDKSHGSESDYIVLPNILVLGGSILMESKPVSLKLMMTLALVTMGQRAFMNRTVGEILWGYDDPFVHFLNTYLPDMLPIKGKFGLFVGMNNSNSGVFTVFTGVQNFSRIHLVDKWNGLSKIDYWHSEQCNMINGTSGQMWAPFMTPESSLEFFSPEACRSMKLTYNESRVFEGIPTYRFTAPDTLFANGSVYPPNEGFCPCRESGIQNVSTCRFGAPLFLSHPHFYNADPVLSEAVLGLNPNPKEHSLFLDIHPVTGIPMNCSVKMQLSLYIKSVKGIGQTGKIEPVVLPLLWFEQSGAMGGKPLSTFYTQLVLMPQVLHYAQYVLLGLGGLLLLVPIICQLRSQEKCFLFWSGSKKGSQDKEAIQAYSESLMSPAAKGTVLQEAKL
# PvdQ inh: P. aeruginosa PvdQ acylase inhibition; purified PvdQ acylase, fluorescence plate reader; hit rate 0.063% among 340,000; inhibition, % at 10 µM; in the data active means inhibition above about 30%, passing the limit was not always enough; inconclusive means no clear call, values can overlap the other calls;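 further: 0% = vehicle neutral wells and 100% = reference inhibitor wells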
# Wnt act: activates Wnt/beta-catenin signaling in a reporter cell assay | activator, plate reader | activation, % at 9.35 µM | hit rate 1.2% among 300,000 | AID 743398; in the data active means activation above about 30%, passing the limit was not always enough; inconclusive means no clear call, values can overlap the other calls;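 further: 0% = neutral control wells and 100% = positive control wells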
# MITF act: activators of MITF-driven TRPM1 promoter activity in SK-MEL-5 cells; hit rate 0.75% among 300,000; activation, % at 12.5 µM; SK-MEL-5 TRPM1-promoter luciferase, 24 h; % of positive control, neutral wells = 0;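 active means mean activation of at least 80% with every replicate also reaching 80%; inconclusive means mean reaches 80% but some replicate falls short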;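 further: 0% = neutral control wells and 100% = parthenolide positive control wells; values of inactives mirror those of a sister screen read the other way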
# Numbers without * were called inactive; ? = inconclusive; . = no result given.
canonical_smiles	SR-BI DiI inh	PvdQ inh	dFosB activator	HTR5A ag	SR-BI DiI-HDL act	CDK5 p35 inh	RTF Ca sens act	Rtt109 HAT inh	MITF act	Wnt act
COC(=O)[C@H]1C[C@H]2[C@@H]3CC[C@H]4C[C@@H](OC)CC[C@]4(C)[C@H]3CC[C@]2(C)[C@@]2(CCCO2)O1	-6	-8	-5	-1	6	0.3	2	4	3	1
C=C(C)CN(CC)CCC(=O)Nc1ccc(OC)cc1OC	-38	9	0	0	38	3.9	1	8	.	0
CCOC(=O)c1c(N2C(=O)Nc3ccccc3N2O)sc2c1CCCC2	-16	15	-7	-2	16	-0.8	4	16	1	-2
Cc1ccc(CN2C(=O)NC(Cc3c[nH]c4ccccc34)C2=O)cc1 (stereo unspecified)	-29	-18	3	0	29	-0.8	1	-2	-2	-4
CCC(C)NS(=O)(=O)c1ccc(OCC(=O)NCc2ccc3c(c2)OCO3)cc1 (stereo unspecified)	-7	-7	-6	4	7	0.1	2	5	.	-1
CC(C)c1nnc(NC(=O)COc2ccccc2[N+](=O)[O-])s1	-8	2	-5	.	8	-0.5	.	19	.	21
Cc1ccc(NS(=O)(=O)c2ccc(Cl)c(NC(=S)NC(=O)C3CCCCC3)c2)cc1Cl	32	1	-10	1	-32	0.6	4	-1	0	.
COc1ccc(CCN2CC(C(=O)N3CCCCCC3)CCC2=O)cc1 (stereo unspecified)	-21	7	-1	-2	21	-1.2	-1	18	-6	2
O=C(NCC1CCOCC1)c1cc(COc2ccc(F)cc2F)on1	4	7	-5	-4	-4	-1.0	-5	-8	0	-2
Cc1cc(OCC(=O)NCC2CCC(C(=O)O)CC2)c2c(C)c(Cc3ccccc3)c(=O)oc2c1 (stereo unspecified)	6	-5	-3	6	-6	-1.5	4	-1	-7	-1
COCCn1c(SCC(=O)N2CCCC2)nnc1C(C)C	4	-12	-7	-2	-4	0.5	4	-9	-1	.
COc1ccc(CCNC(=O)c2cnc3scc(C)n3c2=O)cc1OC	9	-12	-3	1	-9	-0.3	-5	8	-1	-2
CCc1ccc(/C=N/NC(=O)c2cc(C)on2)s1	11	5	-7	6	-11	-1.6	-1	8	50	16
CCn1c(/C=C/c2ccc(F)cc2)nc2ccccc2c1=O	30	2	-4	0	-30	-0.5	-1	-6	10	1
CC(C)CN1CC(Br)C(=O)NC1=O (stereo unspecified)	-3	0	1	4	3	1.7	1	17	0	0
CCc1nn(CC(=O)NCCCN2CCOCC2)c(=O)c2cc3c(OC)cccc3n12	0	5	-3	6	0	-2.1	-4	0	6	-2
O=C(CN1CCCC1)Nc1c(Cl)cccc1Cl	-20	-21	-7	1	20	-0.1	-2	2	7	-2
Cc1cccc(C2c3[nH]c4ccccc4c3CCN2C(=O)Cc2nc(-c3ccccc3)n[nH]2)n1 (stereo unspecified)	48	0	-10	0	-48	-2.0	-7	8	-18	0
COCCNC(=O)CNC(=O)c1nn(-c2ccc(OC)c(Cl)c2)c(=O)c2ccccc12	-22	6	-21	-1	22	-2.5	3	27	.	-7
CCCc1nnc2n1N=C(c1ccc(OC)c(OC)c1)CS2	16	3	-7	6	-16	-1.0	4	7	-9	0
O=C(Nc1nccs1)c1ccc(S(=O)(=O)N2CCCCC2)cc1	.	-8	-3	5	.	-0.4	5	-18	16	3
C[n+]1ccc(C(=O)N/N=C/c2ccco2)cc1	2	4	3	3	-2	-1.4	2	2	9	-3
COc1ccc(S(=O)(=O)N2CCCCCC2)cc1C(=O)OCc1c(C)noc1C	-8	0	-6	1	8	0.6	1	.	-1	.
COC(=O)c1ccc(NC(=O)CSc2nncn2C)cc1	10	-8	4	-1	-10	0.3	6	-7	1	.
CN(C)c1ccsc1C(=O)NNS(=O)(=O)c1ccc(Cl)cc1	-15	-16	-2	4	15	-4.3	-1	-2	.	2
O=C(NNc1nc2cc3c(cc2s1)OCCO3)c1ccc(F)cc1	5	-13	-2	0	-5	-0.7	1	8	2	1
Cc1ccc(NC(=O)CSc2nnc(-c3ccncc3)o2)cc1C	-8	-3	-2	.	8	0.2	.	-7	6	-2
O=C(O)c1ccc(NCc2cccnc2)cc1	8	-2	0	-4	-8	-2.4	1	-1	-12	46*
COc1cc(/C=N/N2CCN(c3ccccc3OC)CC2)ccc1O	-5	9	-5	-1	5	0.1	-5	32	32	.
CC1CC(C)(C)OC(C[N+]2(C)CCCCC2)O1 (stereo unspecified)	-6	-1	5	-5	6	0.3	6	0	-10	3

canonical_smiles	SR-BI DiI inh	PvdQ inh	dFosB activator	HTR5A ag	SR-BI DiI-HDL act	CDK5 p35 inh	RTF Ca sens act	Rtt109 HAT inh	MITF act	Wnt act
O=C(CNC1CCCCCC1)Nc1ccccc1N1CCCCC1	19	11	-4	2	-19	1.2	-2	-7	-2	.
COc1cc(OC)cc(C(=O)N[C@H](C(=O)Nc2nnc(C3CC3)s2)C(C)C)c1	7	-7	-20	3	-7	-1.3	1	0	3	0
CCOC(=O)[C@@H]1[C@H]2COc3cc(OC)ccc3[C@H]2N2C(=O)N(c3ccc(Cl)cc3)C(=O)[C@]12C	22	2	6	8	-22	-2.3	3	-4	4	-3
CCCn1c(SCC(=O)Nc2c(CC)cccc2CC)nnc1C(C)C	-15	-10	2	-2	15	-1.8	-9	-9	-5	.
COc1ccc(N(CC(=O)NN=C2CCCC2)S(=O)(=O)c2ccccc2)cc1Cl	6	-21	-3	4	-6	0.0	3	-6	7	-6
CC(=O)c1cn(CCOc2ccccc2C)c2ccccc12	20	-14	-4	3	-20	3.0	-5	-14	-23	-4
O=C(O)c1ccc(Oc2c(C(F)(F)F)oc3cc(O)ccc3c2=O)cc1	-35	2	-5	7	35	-0.1	3	-11	-5	0
Cc1cccc(-c2nc(C#N)c(N3CCCCC3)o2)c1	-6	8	0	-1	6	0.9	-2	6	72	15
Cc1cc(N2CCOCC2)ccc1/C=C\[N+](=O)[O-]	11	-1	-1	-9	-11	0.4	-7	-3	-57	1
O=C(c1cccc([N+](=O)[O-])c1)N1CCN(c2ccccn2)CC1	-35	-9	5	-2	35	-1.8	0	3	9	3
COc1ccc(N2CCN(CC(O)COc3ccc4c(c3)CCC4)CC2)cc1 (stereo unspecified)	10	-14	-14	0	-10	-1.2	-9	10	-14	3
Nc1nc(-c2cccnc2)nc2sc3c(c12)CCCC3	11	-7	0	-2	-11	0.1	-3	-4	49	?
N=C1C(=O)OCC1c1ccccc1NC(=O)c1ccccc1 (stereo unspecified)	5	0	-4	1	-5	-1.7	0	-4	6	-1
CCCCn1c(N)c(N(CCOC)C(=O)CN2C(=O)NC3(CC(C)CC(C)(C)C3)C2=O)c(=O)[nH]c1=O (stereo unspecified)	-20	8	-15	-1	20	2.5	1	17	8	17
O=C(COC(=O)C1CC1)Nc1ccc2c(c1)OCO2	2	-6	-5	1	-2	0.1	6	11	11	47*
CCOC(=O)c1[nH]c(C)c(C(=O)NCc2ccc(C)cc2)c1C	15	-10	-11	-5	-15	2.1	7	-2	.	0
COc1ccc(S(=O)(=O)N2CCOC2CNC(=O)C(=O)NCc2ccc3c(c2)OCO3)cc1OC (stereo unspecified)	7	-23	-6	1	-7	0.7	-3	2	4	1
Cc1csc(CCc2nc(C)cs2)n1	3	-12	-3	-3	0	-0.9	-2	0	11	-2
O=C(NCCc1ccccc1F)[C@@H]1CSC2c3ccccc3C(=O)N21 (stereo partly specified)	-23	-10	-5	-3	23	0.8	5	-2	1	.
O=C(NCc1ccccn1)C1CCN(Cc2cnn(-c3ccccc3)c2-n2cccc2)CC1	-7	1	5	5	7	-0.7	-2	8	1	.
CCOc1cc(/C=N/NC(=O)C(=O)Nc2cc(Cl)ccc2C)ccc1O	26	4	5	-4	-26	1.2	-2	.	-3	18
CC(C)=C1SC(N2CCN(c3cccc(C(F)(F)F)c3)CC2)=NC1=O	6	10	-5	4	-6	1.0	-4	.	.	-7
COCCNC(C(=O)Nc1ccc([N+](=O)[O-])cc1Br)c1ccccc1 (stereo unspecified)	-23	9	-10	2	23	-1.6	3	9	0	.
COc1ccc(Cl)cc1NC(=O)CN(C)C(=O)c1cc(-c2ccncc2)nc2ccccc12	45	-5	-4	-3	-45	-5.1	-7	6	-5	-5
Nc1nc(COc2ccc(F)cc2Cl)nc(N2CCCCC2)n1	-9	-12	2	-5	9	-1.9	1	4	10	0
CCOC(=O)Cc1csc(NC(=O)CN2CCN(c3ccccc3)CC2)n1	-5	-10	-2	-3	5	0.5	4	-1	-6	-2
CC(=O)Oc1ccc(N(C(C)=O)S(=O)(=O)c2cccs2)c2ccccc12	20	-9	-10	-4	-20	-0.7	-10	7	-33	.
Cc1cccc(C)c1NC(=O)N1CCC(n2cnc3ccccc32)CC1	24	-15	-3	-1	-24	2.1	6	1	.	-1
CCOC(=O)c1[nH]c2ccc(OC)cc2c1NC(=S)N1CCN(c2ccc(F)cc2)CC1	25	-8	-1	5	-25	-0.5	0	5	-5	.
CCOc1ccc2c(c1)C(c1ccc(C)cc1)=NNC(c1ccc(C)cc1)=N2	85*	-10	6	-2	-85	0.4	4	18	48	-1

canonical_smiles	SR-BI DiI inh	PvdQ inh	dFosB activator	HTR5A ag	SR-BI DiI-HDL act	CDK5 p35 inh	RTF Ca sens act	Rtt109 HAT inh	MITF act	Wnt act
COc1ccc(CCNC(=O)CS(=O)(=O)c2cn(CC(=O)N3CCCC3)c3ccccc23)cc1OC	5	-11	-2	3	-5	0.9	2	1	-19	-4
Cc1ccnc(SCC(=O)n2c3c(c4ccccc42)CC(C)CC3)n1 (stereo unspecified)	16	-2	-5	7	-16	-0.5	4	-7	6	-2
CCOC(=O)C1CCN(S(=O)(=O)c2cccc3nonc23)CC1	-4	-6	4	-3	4	-6.0	-4	4	5	2
CC1(C)CC(=O)C(C=NCCN2CCN(C(=S)Nc3ccc(F)cc3)CC2)=C(O)C1	17	4	-1	1	-17	0.9	-4	-2	-8	.
c1ccc(N2CCN(Cc3nc4ccccc4[nH]3)CC2)nc1	.	-10	-1	0	.	-2.5	0	3	-8	1
CCCn1nc(NC(=O)CC(C)C)c2cc3cccc(C)c3nc21	20	-6	-1	1	-20	-5.2	0	0	4	3
CC(Sc1nnnn1C)C(=O)Nc1ncc(Cl)cc1Cl (stereo unspecified)	-15	-4	-2	7	15	-0.3	-5	-6	12	-4
COc1ccc(Cl)cc1NC(=O)CN(C)C(=O)Cn1cnc2c1c(=O)n(C)c(=O)n2C	-28	0	-4	.	28	2.5	-5	5	-10	-1
CCOC(=O)/C=C1/SCC(=O)N1Cc1ccc(Br)cc1	12	-16	-12	1	-12	-1.6	0	-9	20	-5
Cc1cccc(NC(=O)CSc2nc(C)c(CC(=O)c3ccc(Br)cc3)c(C)c2C#N)c1C	11	-7	-2	-1	-11	-1.3	-7	2	-76	-2
